# Compound activity: PubChem BioAssay, The Scripps Research Institute Molecular Screening Center
# FBW7 activator – human FBW7 E3 ligase activation, primary screen. Q969H0. AlphaScreen FBW7–phospho-cyclin E peptide binding, activator screen. normalized activity (activation), % at 26.1 µM. actives 0.13% (n = 650,000); in the data active means normalized activity above about 1.9%;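 further: purified mutant Fbw7 with reduced substrate affinity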
# Target sequence (Q969H0 whole entry, looked up): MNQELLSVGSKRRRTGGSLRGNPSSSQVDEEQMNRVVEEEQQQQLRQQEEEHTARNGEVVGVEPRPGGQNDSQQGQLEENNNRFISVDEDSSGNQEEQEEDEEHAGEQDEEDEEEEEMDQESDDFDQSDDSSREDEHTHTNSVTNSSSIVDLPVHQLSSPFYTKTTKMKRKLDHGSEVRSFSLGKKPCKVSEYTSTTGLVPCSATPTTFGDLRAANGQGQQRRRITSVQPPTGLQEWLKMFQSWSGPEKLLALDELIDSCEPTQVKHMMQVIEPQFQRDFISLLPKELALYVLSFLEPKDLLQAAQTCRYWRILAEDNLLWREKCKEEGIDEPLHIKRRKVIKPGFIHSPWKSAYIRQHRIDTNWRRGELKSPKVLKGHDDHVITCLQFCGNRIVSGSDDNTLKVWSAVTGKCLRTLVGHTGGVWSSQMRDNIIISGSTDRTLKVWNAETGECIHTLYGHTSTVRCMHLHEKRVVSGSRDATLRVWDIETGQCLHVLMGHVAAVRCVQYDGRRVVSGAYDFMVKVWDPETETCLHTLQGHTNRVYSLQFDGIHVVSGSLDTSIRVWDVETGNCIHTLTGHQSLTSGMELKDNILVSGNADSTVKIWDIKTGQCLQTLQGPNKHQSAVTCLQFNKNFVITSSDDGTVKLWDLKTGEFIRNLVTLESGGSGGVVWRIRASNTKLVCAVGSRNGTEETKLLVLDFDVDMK
# MITF inh – human MITF inhibition, primary screen | AlphaScreen MITF homodimerization, bead proximity signal | inhibition, % at 2.6 µM | actives 0.91% (n = 650,000) | AID 1259374; in the data active means inhibition above about 50%;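 further: 0% = vehicle wells with protein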
# TEAD-YAP inh – TEAD-YAP interaction inhibition; actives 1.4% (n = 640,000); AID 1259422; inhibition, % at 9.12 µM; HEK-TIYL cells, TEAD-Gal4/YAP UAS-luciferase luminescence; in the data active means inhibition above about 32%;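 further: 0% = median of test compound wells and 100% = reference inhibitor wells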
# GPR151 activ – activators of human GPR151; Q8TDV0; PathHunter beta-arrestin GPR151 cells, luminescence; activation, % at 11.2 µM; actives 1% (n = 650,000); in the data active means activation above about 4.9%;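 further: 0% = median of compound wells and 100% = cells with positive control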
# Target sequence (Q8TDV0 whole entry, looked up): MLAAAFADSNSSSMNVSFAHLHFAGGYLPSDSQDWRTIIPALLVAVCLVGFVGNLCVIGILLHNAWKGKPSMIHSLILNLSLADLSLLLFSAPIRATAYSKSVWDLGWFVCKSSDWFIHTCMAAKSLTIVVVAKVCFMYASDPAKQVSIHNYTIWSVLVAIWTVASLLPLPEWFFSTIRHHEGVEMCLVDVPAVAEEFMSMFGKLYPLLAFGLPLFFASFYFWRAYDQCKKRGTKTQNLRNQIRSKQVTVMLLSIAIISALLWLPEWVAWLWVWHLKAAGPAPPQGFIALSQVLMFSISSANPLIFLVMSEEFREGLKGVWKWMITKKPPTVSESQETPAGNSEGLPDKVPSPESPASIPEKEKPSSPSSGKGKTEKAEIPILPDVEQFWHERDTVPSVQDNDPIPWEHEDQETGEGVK
# An asterisk follows results filed as active; . = not tested or not shown.
# Values in the order: FBW7 activator, MITF inh, TEAD-YAP inh, GPR151 activ
Cc1ccc(C(=O)N/C(=C\c2cn(-c3ccccc3)nc2-c2ccccc2)C(=O)NCC2CCCO2)cc1 (configuration not stated)
→ 0.2, 9, 14, -1.1
CN(C)c1cc[n+](CC(=O)c2ccc(Cl)cc2)cc1
→ 0.2, -6, 2, 0.5
COCCCNCCOCCOc1cccc(C)c1C
→ -0.2, 12, 10, 1.4
O=C1c2cc3ccccc3c(-c3ccccc3)c2C(=O)N1CCO
→ -0.8, 2, -7, 0.5
CCOc1ccccc1C(=O)Nc1cccc(C(F)(F)F)c1
→ -0.1, 9, 17, -1.2
CCCCC/C=C\C/C=C\CCCCCCCC(=O)O[C@H](COC(=O)CCCCCCCCCCCCCCC)COP(=O)(O)OCCN
→ ., 16, ., 1.1
Cc1ccc(Cl)cc1NC(=O)N[C@H]1C[C@H]2C(=O)N[C@@H](CO)C(=O)N2C1
→ 0.7, 12, -2, 2.8
Cc1cc(C(=O)CSc2nc(N)cc(=O)[nH]2)c(C)n1Cc1ccco1
→ -0.2, -1, 3, 2.0
Cc1cc(C)n2c(SCc3ccccn3)nnc2n1
→ 0.0, 4, -10, 0.5
Nc1ccc(Oc2ccccc2)cc1
→ 0.0, -3, 6, 1.5
CCOc1ccc(/C=N/N2C(C)CCCC2C)cc1OC (configuration not stated)
→ 0.0, 2, -2, 4.2
COCCNC(=O)C(C)Oc1cccc(Cl)c1 (configuration not stated)
→ 1.1, 10, 7, 0.0
O=C1c2ccccc2-c2onc3ccc(Oc4ccccc4)c1c23
→ -0.1, 17, 1, 3.7
CCCNc1ncnc2c1nc(Nc1cnccn1)n2C(C)C
→ 0.0, 1, -1, -0.7
CCN1CCN(CC(O)COc2ccccc2)CC1 (configuration not stated)
→ -0.1, -19, -6, 0.5
COc1cccc(OCCOc2ccc(C)cc2[N+](=O)[O-])c1
→ -0.1, -2, -62, 0.6
Cc1ccc(CNC(=O)CSc2nc3ccccc3c(=O)n2CC2CCC(C(=O)NCc3ccccc3Cl)CC2)cc1 (configuration not stated)
→ 0.2, -7, -1, 1.2
Cc1sc2ncnc(N3CCN(c4ccc(Cl)c(Cl)c4)CC3)c2c1C
→ -0.1, -2, -2, -0.6
NC(=O)c1sc2nc3c(cc2c1N)C1CCN3CC1
→ 0.0, -2, 2, -0.7
CCOC(=O)COn1c(=O)c(=O)n(O)c2ccccc21
→ 0.3, 26, 6, -2.3
COc1ccc([N+](=O)[O-])cc1C1=N/C(=C/c2ccccc2F)C(=O)O1
→ 0.2, 2, -9, 0.8
CCCCC1=NN(C(=O)C(=O)Nc2ccc(Br)cc2)C(O)(C(F)(F)F)C1 (configuration not stated)
→ 0.1, -6, 10, 0.4
COCC(C)NC(=O)CN1C(=O)c2ccccc2C1=O (configuration not stated)
→ -0.4, -1, -14, -1.0
CCCCN=Cc1c(O)n(C)c(=O)n(C)c1=O
→ -0.1, 7, 6, 1.9
Cc1cc(OCC(=O)NCCc2nc3ccccc3[nH]2)ccc1C(C)C
→ -0.1, -3, 10, 0.3
CC(C)CCn1c(=O)[nH]c2ccccc21
→ -0.1, 0, -4, 3.0
CC(=O)N1CCN(c2ccc(OCC3CO[C@](Cn4ccnc4)(c4ccc(Cl)cc4Cl)O3)cc2)CC1 (some centres not stated)
→ 0.1, 6, 13, 2.2
CC(=O)CSc1nsc(SCC(C)=O)n1
→ 0.0, 1, -27, -1.5
N#CC1=C(SCC(=O)Nc2cccc3ccccc23)NC(=O)CC1c1ccco1 (configuration not stated)
→ -0.7, -9, -11, -2.4
CCN(CCO)C(=O)c1ccc(C(C)(C)C)cc1
→ 0.2, 7, 12, -0.1

# 4 records drawn at random from the list so far:
# Values in the order: FBW7 activator, MITF inh, TEAD-YAP inh, GPR151 activ
COc1cccc(OCCOc2ccc(C)cc2[N+](=O)[O-])c1
→ -0.1, -2, -62, 0.6
CCCCC1=NN(C(=O)C(=O)Nc2ccc(Br)cc2)C(O)(C(F)(F)F)C1 (configuration not stated)
→ 0.1, -6, 10, 0.4
CCOC(=O)COn1c(=O)c(=O)n(O)c2ccccc21
→ 0.3, 26, 6, -2.3
CCCCN=Cc1c(O)n(C)c(=O)n(C)c1=O
→ -0.1, 7, 6, 1.9

# Other structures.
# Values in the order: FBW7 activator, MITF inh, TEAD-YAP inh, GPR151 activ
CCN1C(=O)S/C(=C/c2cc(Br)c(OCC(=O)O)c(OC)c2)C1=O
→ 0.0, 2, -1, 0.5
CC1CCN(C(=O)Cn2nc3c4c5c(sc4ncn3c2=O)CC(C)CC5)CC1 (configuration not stated)
→ 1.1, 7, 7, -0.3
COc1ccc(C(C)N(C)Cc2nc(N3CCOCC3)c3ccc(Cl)cc3n2)cc1 (configuration not stated)
→ -0.5, -17, -3, 0.9
CCOC(=O)C1=C(C)NC(C)=C(C(=O)OCC)C1c1ccccn1
→ -0.1, 17, 14, 1.6
CC(=O)Oc1ccc2c(=O)c(-c3ccccc3Cl)c(C)oc2c1
→ 0.0, 19, 4, 0.8
N/C(=N\OC(=O)COc1ccc(Cl)cc1Br)c1ccncc1
→ 0.0, 6, -54, 0.4
O=C(Nc1cccc([N+](=O)[O-])c1)/C(=C\c1ccc([N+](=O)[O-])o1)NC(=O)c1ccccc1
→ -0.2, 21, -2, -0.3
NS(=O)(=O)c1ccc(NC(=S)NCCCN2CCCC2=O)cc1
→ -0.1, 7, 7, -0.1
Cc1ccc(C(=O)NC(=S)Nc2cccc(-c3nc4ncccc4o3)c2C)cc1
→ 0.0, 5, 7, 2.0
O=c1[nH]cnc2c1sc(=S)n2Cc1ccccc1
→ -0.1, 1, 2, 2.2
CCOc1ccc(C(=O)Nc2ccc(N3CCN(C(C)=O)CC3)cc2)cc1
→ 0.4, 11, -9, -0.6
O=[N+]([O-])c1ccc(S(=O)(=O)NCCc2csc3nc(-c4ccccc4)nn23)cc1
→ -0.1, 10, -7, 1.6
COc1cccc(-c2nn3c(-c4ccncc4)nnc3s2)c1
→ -0.5, 8, 3, 2.3
O=C(O)c1c(CNCc2ccccc2)c2ccccc2n1Cc1ccc(Cl)cc1
→ 0.1, 12, 14, 0.3
CCn1c(-c2ccccc2)csc1=Nc1cc(OC)c(Cl)cc1OC
→ -0.8, 28, 6, 0.2
COc1ccc(C(=O)OCc2ccc(Cl)cc2)cc1
→ 0.4, -19, -1, -1.1
COc1ccccc1S(=O)(=O)n1cc(-c2ccc(C)c(F)c2)c(N)n1
→ -0.2, -5, 7, 0.6
O=C(COC(=O)CCc1nc2ccccc2c(=O)[nH]1)Nc1ccc(SC(F)F)cc1
→ -0.2, -6, 12, -1.2
CCOC(=O)C1=C(C)N=c2s/c(=C\c3cccc(OC)c3OC)c(=O)n2C1c1ccccc1OC(C)C (configuration not stated)
→ -0.1, 4, -3, -0.4
CC(C(=O)NC1CCCC1)N1C(=O)c2cccc3cccc1c23 (configuration not stated)
→ 0.0, -2, 9, 2.5
CN1C(=O)c2ccc(NC(=O)c3ccc(N4CCCCC4)c([N+](=O)[O-])c3)cc2C1=O
→ -0.1, 12, -12, 3.1
COCCNC(=O)C1CCN(c2nnc(N3CCCC3=O)s2)CC1
→ -0.1, -1, 8, 0.9
Cc1sc2nc(-c3cccs3)nc(Sc3nnnn3C)c2c1C
→ -0.1, -8, 4, -0.6
Cc1cc2cc(CNS(=O)(=O)c3ccc([N+](=O)[O-])cc3)ccc2n1C
→ -0.2, 3, 6, 0.3
O=c1n(-c2ccccc2)c(=O)n(Cc2ccccc2F)n1Cc1ccccc1F
→ 0.1, -4, 4, -0.3
CC(C)CCn1c(SCCC(=O)O)nc2c1c(=O)[nH]c(=O)n2C
→ 0.0, -5, -6, 1.0
CCOC(=O)CNC(=O)CSc1nc(-c2cccc(C)c2)ns1
→ 0.1, 15, 5, 0.1
COc1ccc(-n2cc(-c3ccccc3)c3c(NCCc4ccc(S(N)(=O)=O)cc4)ncnc32)cc1
→ -0.1, 14, 9, 3.6
Cc1ccc(N2C(=O)NC(=O)/C(=C\c3ccc(Br)o3)C2=O)cc1C
→ -0.4, 40, 1, -0.4
OC(CNc1ccccc1)Cn1c2ccc(Cl)cc2c2cc(Cl)ccc21 (configuration not stated)
→ 0.8, 7, 9, -0.4
COc1ccc(/C=C2\N=C(c3cccc(Cl)c3Cl)OC2=O)c(OC)c1OC
→ 0.0, 4, -8, -0.2
NCCN1C(=O)S/C(=C\c2cccnc2)C1=O
→ -0.1, 1, -12, -0.3
CCCCOc1cc(CCNC(=O)C(c2ccccc2)c2ccccc2)ccc1OC
→ 0.0, 8, -1, -0.7
CC(C)CC(NS(=O)(=O)c1cc(C(=O)O)ccc1Cl)C(=O)O (configuration not stated)
→ -0.1, 18, 3, -0.2
O=C(CSc1nnc2scc(-c3ccc(Cl)cc3)n12)Nc1nccs1
→ -0.1, -3, -5, 0.3
CCOC(=O)C1=C(C)N=c2s/c(=C/c3ccc(-c4ccccc4C#N)o3)c(=O)n2C1c1cc(OC)ccc1OC (configuration not stated)
→ -0.1, -10, -3, 0.9
CC(C)c1c(O)ccc2c1CCC1[C@@](C)(C=O)CCC[C@]21C (some centres not stated)
→ -0.1, -5, -3, -0.1
O=C(NCc1noc2ccccc12)Nc1ccccn1
→ 0.0, 6, -8, 0.9
COCCCNc1ccc(C(=O)N2CCC3(CC2)OCCO3)cc1S(=O)(=O)Nc1cc(F)ccc1F
→ 0.0, -2, 2, 1.6
CC1=C(C(=O)Nc2ccccn2)C(c2ccccc2Cl)NC(=S)N1 (configuration not stated)
→ 0.0, -4, -59, 1.0
CC(C)[C@H](NC(=O)c1ccccc1F)C(=O)Nc1ccc(Br)cc1
→ 0.0, -12, 6, 2.9
O=C(Cn1nnc2ccccc2c1=O)N1CCCCCC1
→ -0.1, 4, -17, -1.1
CCCCCc1c(C)c2ccc(OCc3ccccc3)cc2oc1=O
→ 0.0, 10, 3, 0.4
Cc1ccccc1Cn1ccc(NC(=O)C2=CC(c3cccs3)=NS(=O)(=O)N2C)n1
→ 0.3, 17, 8, 0.5
Brc1ccc(N2CN(c3ccc(Br)cc3)CN(c3ccc(Br)cc3)C2)cc1
→ -0.1, -4, -2, 1.8

# Among those listed so far, 5 contain a furan ring, fused or not.
# Values in the order: FBW7 activator, MITF inh, TEAD-YAP inh, GPR151 activ
Cc1cc(C(=O)CSc2nc(N)cc(=O)[nH]2)c(C)n1Cc1ccco1
→ -0.2, -1, 3, 2.0
N#CC1=C(SCC(=O)Nc2cccc3ccccc23)NC(=O)CC1c1ccco1 (configuration not stated)
→ -0.7, -9, -11, -2.4
O=C(Nc1cccc([N+](=O)[O-])c1)/C(=C\c1ccc([N+](=O)[O-])o1)NC(=O)c1ccccc1
→ -0.2, 21, -2, -0.3
Cc1ccc(N2C(=O)NC(=O)/C(=C\c3ccc(Br)o3)C2=O)cc1C
→ -0.4, 40, 1, -0.4
CCOC(=O)C1=C(C)N=c2s/c(=C/c3ccc(-c4ccccc4C#N)o3)c(=O)n2C1c1cc(OC)ccc1OC (configuration not stated)
→ -0.1, -10, -3, 0.9

# Laid out differently: 2 of the compounds above.
Molecule,FBW7 activator,MITF inh,TEAD-YAP inh,GPR151 activ
CC1=C(C(=O)Nc2ccccn2)C(c2ccccc2Cl)NC(=S)N1 (configuration not stated),0.0,-4,-59,1.0
CC(C)[C@H](NC(=O)c1ccccc1F)C(=O)Nc1ccc(Br)cc1,0.0,-12,6,2.9

# Later entries
# Values in the order: FBW7 activator, MITF inh, TEAD-YAP inh, GPR151 activ
COc1ccc(C2=NN(C(=O)CCCC(=O)O)C(c3cccs3)C2)cc1OC (configuration not stated)
→ 0.1, -3, -11, 1.5
COc1ccc2c(c1)NC1(CCN(C(=O)c3cnn(C(C)C)c3)CC1)c1cccn1-2
→ -0.2, 3, 1, -1.1
COc1ccc(-c2nc3ccccc3o2)cc1NC(=O)c1ccc([N+](=O)[O-])o1
→ -0.2, 1, 8, 0.8
Cc1ccc(S(=O)(=O)c2nnn3c2nc(NC(C)C)c2ccccc23)cc1
→ -0.1, -4, 2, -0.4
COc1ccc(CCNS(=O)(=O)c2ccc(F)c(C(=O)Nc3ccc(C(F)(F)F)cc3)c2)cc1OC
→ 0.2, -20, 4, -1.1
Cc1cn2c(=O)c(C(=O)N3CCc4ccccc43)cnc2s1
→ -0.2, 9, 10, -1.2
CCc1cc(-c2[nH]ncc2-c2ccc3c(c2)OCCO3)c(O)cc1OC
→ -0.1, 9, 63*, 0.7
COc1cc(/C=N/NC(=O)CNC(=O)c2ccccc2OC)ccc1O
→ -0.1, -15, 0, 0.7
CCOC(=O)C1=CN(Cc2ccc(Cl)cc2)C=C(C(=O)OCC)C1c1ccc(O)cc1
→ 0.2, 12, 5, -1.6
Cc1nc(N2CCC(C)CC2)c2c(C)c(C(=O)Nc3c(F)cc(F)cc3Br)sc2n1
→ -0.1, -7, -1, 0.3
COc1ccc(NC(=O)Cc2ccc(-n3cccc3)cc2)cc1OC
→ -0.1, 1, 9, 1.5
CCOC(=O)C1=NN(c2ccc(C)cc2)C2C(=O)N(c3ccc(C)cc3)C(=O)C12 (configuration not stated)
→ 0.3, 7, 7, 0.5
Cc1cnc(N2CCN(Cc3ccc4c(c3)OCO4)CC2)nc1Nc1ccc2c(c1)OCO2
→ 0.0, 4, 5, -1.2
CCC(c1nnnn1C(C)(C)CC)N1CCN(c2ccccc2F)CC1 (configuration not stated)
→ -0.1, -4, -1, 0.8
Cc1ccc(N2C(=O)C(NC(=O)c3ccco3)(C(F)(F)F)C3=C2CC(C)(C)CC3=O)cc1 (configuration not stated)
→ 0.5, 2, 3, -1.0
Cc1cccc(Oc2cc(NC(=O)c3nn4c(C(F)(F)F)cc(-c5cccs5)nc4c3Cl)cc([N+](=O)[O-])c2)c1
→ -0.1, 1, -1, 0.1
Cc1ccccc1NC(=O)Nc1ccccc1C(=O)Nc1ccccc1
→ -0.2, 6, -3, 0.6
CCOc1ccc(Nc2nc(NCCO)nc(N3CCOCC3)n2)cc1
→ -0.2, 10, 4, 0.0
